Compound activity as filed in PubChem.
esBAF inh: blocks esBAF chromatin remodeling in mouse ES cells; Bmi1-luciferase knock-in reporter, 24 h; 100% = twice the neutral-well signal; reporter increase, % at 12.5 µM; 2% of 350,000 active; in the data active means activation above about 40%; inconclusive means no clear call, values can overlap the other calls;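 further: 0% = median of the plate's neutral control wells and 100% = double that signal; a rise in the Bmi1 reporter signal indicates esBAF inhibition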
Xi reactivation: X-chromosome reactivation activator | XiGFP mouse fibroblasts, % GFP-positive cells imaging, 3 d; cells co-treated with 5-aza-dC sensitizer; scaled so ellipticine positive control = 100% | activation, % at 7.58 µM | 0.055% of 360,000 active;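 active means mean normalized replicate activation at least 10% and every replicate at or above 10%; inconclusive means only one of the two criteria met; inactive means mean below 10% and not all replicates reach 10%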;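 further: 0% = median of on-plate neutral control wells and 100% = ellipticine 6 µM median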
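System: XiGFP fibroblasts, SV40-immortalized. Medium: DMEM plus 5-aza-dC sensitizer. Doses: single point. Timing: 3 d treatment, 15 min room-temperature fixation. Control set: ellipticine 6 µM.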
CFTR F508del cor: correctors of CFTR F508del function in bronchial epithelial cells; CFBE cells, YFP halide quenching; stimulated with forskolin plus potentiator P3; % fluorescence drop versus neutral controls; activity (quench increase), % at 7.58 µM; 0.36% of 350,000 active; AID 720511;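 active means mean added fluorescence quench of at least 8% versus neutral control, with both replicates also reaching 8%; inconclusive means only one of the mean or replicate conditions met; inactive means mean below 8% and not both replicates reaching 8%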;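 further: cells transiently co-express mutant CFTR-F508del with the halide-sensitive YFP; corrector assay measuring rescue of mutant channel to the surface after 24 h compound exposure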
RAD52 inh: inhibitors of human RAD52 DNA annealing; recombinant RAD52 DNA annealing, FRET fluorescence; inhibition, % at 18.7 µM; 0.46% of 360,000 active;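 active means every replicate showing at least 50% inhibition; inconclusive means mean inhibition at least 50% but not in every replicate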
INS-1E GSIS act: primary screen for activators of insulin secretion dependent on glucose, INS-1E cells, GLuc reporter luminescence. INS-1E GLuc reporter insulin secretion, 2-3 h. activation, % at 16.6 µM. 0.61% of 370,000 active. AID 743287;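 active means lowest replicate activation of at least 40%, so every replicate reaches that level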;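 further: 0% = median of neutral control wells and 100% = median of IBMX positive control wells; some compounds called inactive have numbers as strong as hits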
ARNT TACC3 PPI: ARNT/TACC3 interaction disruption | AlphaScreen His-ARNT PAS-B/GST-TACC3 binding, luminescence; TACC3 fragment carries E629A point mutation | inhibition, % at 9.99 µM | 0.66% of 390,000 active | AID 623870;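 active means mean inhibition of replicates at least 50% and at least half of replicates each reaching 50%; inconclusive means half or more replicates reach 50% but mean below 50%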;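 further: 0% = complete ARNT plus TACC3 wells and 100% = ARNT alone without TACC3; many hits fall short of the cut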
RAD54 inh: blocks human RAD54 Holliday junction branch migration; FAM/BHQ fluorescence; inhibition, % at 10.4 µM; 0.14% of 360,000 active; Q92698;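 active means mean normalized replicate activity at least 40 and at least half of replicates scoring 40 or more; inconclusive means only one of the two criteria met; inactive means mean below 40 and under half of replicates reaching 40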;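 further: 0% = median of neutral control wells and 100% = median of positive control wells; inhibitors cause a drop in the FAM fluorescence signal; in these data hits start at about 50%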
ERAP1 HTS inh: ERAP1 (human) enzyme inhibition | Q9NZ08 | recombinant ERAP1, Leu-AMC fluorescence, 60 min | inhibition, % at 10.7 µM | 0.15% of 340,000 active;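 active means mean replicate inhibition of at least 30%, or all replicates individually reaching that 30% level; inactive means mean below 30% and not every replicate reaching it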;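 further: 0% = neutral control wells and 100% = L-leucinethiol positive control wells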
Target sequence (Q9NZ08 whole entry, looked up): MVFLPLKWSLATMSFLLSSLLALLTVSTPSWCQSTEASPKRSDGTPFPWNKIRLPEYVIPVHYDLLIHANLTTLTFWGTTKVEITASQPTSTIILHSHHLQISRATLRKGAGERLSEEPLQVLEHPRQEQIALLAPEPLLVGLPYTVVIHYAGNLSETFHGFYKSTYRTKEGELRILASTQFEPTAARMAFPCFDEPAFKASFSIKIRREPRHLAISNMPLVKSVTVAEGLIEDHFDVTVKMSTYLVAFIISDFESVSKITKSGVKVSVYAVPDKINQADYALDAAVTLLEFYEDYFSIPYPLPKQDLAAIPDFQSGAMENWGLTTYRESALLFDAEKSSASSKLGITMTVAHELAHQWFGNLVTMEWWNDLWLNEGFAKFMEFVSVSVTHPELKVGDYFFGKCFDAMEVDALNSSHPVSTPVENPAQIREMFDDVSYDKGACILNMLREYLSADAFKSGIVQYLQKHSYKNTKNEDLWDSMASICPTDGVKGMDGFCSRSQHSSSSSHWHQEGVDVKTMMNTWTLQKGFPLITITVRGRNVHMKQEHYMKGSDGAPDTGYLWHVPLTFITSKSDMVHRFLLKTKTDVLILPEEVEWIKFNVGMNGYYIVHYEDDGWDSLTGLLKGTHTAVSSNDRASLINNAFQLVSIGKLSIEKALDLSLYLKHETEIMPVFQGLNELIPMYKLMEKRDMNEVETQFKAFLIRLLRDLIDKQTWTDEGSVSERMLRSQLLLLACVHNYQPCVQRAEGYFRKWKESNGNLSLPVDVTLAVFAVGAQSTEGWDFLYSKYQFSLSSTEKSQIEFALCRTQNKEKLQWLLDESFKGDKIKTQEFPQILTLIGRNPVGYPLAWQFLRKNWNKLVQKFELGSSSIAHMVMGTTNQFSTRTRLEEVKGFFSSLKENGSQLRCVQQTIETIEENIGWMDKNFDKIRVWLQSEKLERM
* = called active by the depositor; u = inconclusive; x = no result given.

compound	INS-1E GSIS act	Xi reactivation	esBAF inh	CFTR F508del cor	ARNT TACC3 PPI	ERAP1 HTS inh	RAD54 inh	RAD52 inh
CCNC(=O)C[C@H]1CC[C@@H]2[C@H](COc3ccc(NC(=O)c4cccc(OC)c4)cc3C(=O)N2C)O1	-3.1	0.3	-0.8	-4.3	-4.6	-2.5	2.8	5.9
C#CCn1ccc(O)c(Cc2c(F)cccc2Cl)c1=O	18.0	0.1	8.7	2.5	-3.4	-4.4	7.8	-5.1
CCN(CC)C(=O)[C@H]1CC(CC(=O)NCCCn2ccnc2)C(=O)N2CCc3c([nH]c4ccccc34)[C@]12C (some centres not stated)	13.7	0.0	1.7	-3.5	-1.1	-1.3	-9.1	-14.3
COc1ccc2ccc(OC)c(/C=N/n3cnnc3)c2c1	2.9	0.3	-0.1	1.5	3.9	1.0	23.6	-4.0
COc1ccccc1-c1coc2c(CN3CCCC(C)C3)c(O)ccc2c1=O (configuration not stated)	-1.7	0.0	-2.8	0.0	8.5	2.4	-3.7	-11.5
CO[C@H]1CN(C)C(=O)c2ccc(NC(=O)c3cnccn3)cc2OC[C@@H](C)N(C)C[C@@H]1C	0.8	0.2	-4.3	-1.5	-5.7	x	11.8	x
CN(CCc1ccccc1)C(=O)c1ccc(NC(=O)Cc2cccc(NC(=O)C3CCN(C(=O)C4CCCCC4)CC3)c2)cc1	-1.8	0.2	-5.1	-2.0	-8.4	0.7	6.4	-2.8
Nc1ccn([C@@H]2O[C@H](CNCc3ccc(C#CCCO)cc3)[C@@H](O)[C@H]2O)c(=O)n1	2.7	0.0	-2.6	3.4	x	14.2	-4.3	-1.6
C[C@@H]1CN([C@H](C)CO)C(=O)c2cc(NC(=O)C3CCCCC3)ccc2O[C@H]1CN(C)Cc1ccc(Oc2ccccc2)cc1	-14.0	0.0	0.1	-0.5	x	x	x	x
COc1cccc(C(=O)NCCNC(=O)c2ccco2)c1	-1.3	0.0	-2.8	-2.1	x	-0.3	3.1	-9.6
COc1cccc(C2(C)NC(=O)N(CC(=O)c3cc(C)n(C4CC4)c3C)C2=O)c1 (configuration not stated)	4.1	0.0	-7.0	-7.7	x	2.5	5.4	-13.8
COCCn1c(SCC(=O)Nc2sccc2C(N)=O)nc2cc(Cl)ccc2c1=O	-33.4	x	20.7	x	-2.9	x	-8.8	x
CCOc1ccc(OCc2ccc(C(=O)N(C)c3ccccc3)o2)cc1	-3.3	0.3	14.1	6.7	1.4	x	-15.6	-31.9
COc1ccc(NC(=O)N(C)C[C@@H]2Oc3ccc(NC(=O)Nc4ccc(F)cc4)cc3C(=O)N([C@@H](C)CO)C[C@@H]2C)cc1	-11.2	1.0	1.9	0.3	-4.1	-1.0	-4.4	1.2
Cc1ccc(C2=NCCNC2=O)c(C)c1	-0.4	x	-8.5	x	1.2	x	-9.9	x
Cc1ccccc1C(=O)Nc1ccc2nc3n(c(=O)c2c1)CCCC3	30.8	0.0	14.4	-0.9	17.1	-0.1	4.7	-17.4
COc1ccc(CC(=O)Nc2ccc3c(c2)OC2(CCCC2)O3)c(OC)c1	-15.5	0.0	-0.2	-4.1	x	0.5	5.0	-50.8
CC(C)C#Cc1cnc2c(c1)C(=O)N([C@H](C)CO)C[C@@H](C)[C@@H](CN(C)C(=O)c1ccccc1F)O2	-2.1	0.2	-4.2	-1.6	-1.6	3.0	-12.0	7.8
O=C(C[C@H]1CC[C@H]2[C@@H](COC[C@H](O)CN2Cc2cccc(-c3ccncc3)c2)O1)N1CCOCC1	7.1	0.1	2.8	-0.5	-4.4	x	5.2	x
C[C@@H]1CN([C@H](C)CO)C(=O)Cc2cc(NC(=O)c3ccncc3)ccc2O[C@@H]1CN(C)Cc1ccc2c(c1)OCO2	-8.4	-0.2	-6.7	-1.2	35.2	16.4	-4.5	13.7
COc1ccc(-c2c[n+]3c(n2-c2ccccc2)CCCCC3)cc1	-41.9	0.3	x	-0.3	-15.2	7.9	0.1	-18.0
C=CCc1cc(C)ccc1OCCOCCN1CCN(C)CC1	-1.9	-0.1	-1.8	-3.5	-3.4	2.2	0.7	6.0
CCOC(=O)C(=O)Cc1nc2ccccc2s1	-4.5	0.4	x	0.4	-3.0	-3.0	x	-13.0
O=C(Nc1c2c(nn1-c1ccc(Cl)cc1)CS(=O)(=O)C2)C1CC1	19.4	0.3	x	1.2	-9.0	3.0	-0.5	-12.3
O=c1cccc2c1c1cc[nH]c3ccc(=O)n2c31	18.6	x	-14.6	4.6	12.1	4.8	4.6	-32.9
COCCN1CCN(C(=O)c2cc(COc3ccc(Cl)cc3OC)on2)CC1	18.2	0.4	u	-2.9	-2.8	-1.0	-2.9	-13.9
COc1ccc(NC(=O)Nc2ccc3c(c2)C(=O)N([C@@H](C)CO)C[C@@H](C)[C@H](CN(C)C(=O)Nc2ccccc2)OCCCC[C@@H](C)O3)cc1	22.0	0.2	8.7	2.5	-5.1	3.7	-14.6	22.1
Cc1ccc(S(=O)(=O)Nc2ccc3c(c2)CC(=O)N([C@@H](C)CO)C[C@H](C)[C@H](CN(C)CC2CC2)O3)cc1	18.8	0.0	1.7	-1.2	0.0	1.9	2.2	9.6
COc1ccccc1C(=O)NCC(=O)NCCCN1CCOCC1	-0.5	0.1	-3.3	-0.8	-1.5	-1.3	6.2	-13.0
C=CCN1C(=O)c2oc3ccccc3c(=O)c2C1c1ccc(O)c(OC)c1 (configuration not stated)	0.9	0.2	3.6	7.0	10.2	-1.6	15.0	-4.3
CN1C(=O)c2cc(NC(=O)C3CCCC3)ccc2OC[C@H]2O[C@@H](CC(=O)O)CC[C@@H]21	1.6	0.1	-0.8	-1.8	x	x	x	x
C[C@@H]1CN([C@@H](C)CO)S(=O)(=O)c2ccc(C3=CCCCC3)cc2O[C@@H]1CN(C)S(=O)(=O)c1ccc(F)cc1	1.5	-0.8	-2.7	-0.4	0.1	0.4	2.2	5.8
CC(C)NC(=S)NCc1cccnc1	1.7	0.0	x	x	-29.2	x	-2.9	x
CCOC(=O)N1CCC(NC(=O)CCc2cn(C)c3ccccc23)CC1	-5.6	x	-4.8	x	-4.3	x	-1.2	x
CCOn1c(=O)c(-c2cc(OC)ccc2OC)[n+]([O-])c2ccccc21	10.2	0.0	-1.4	-0.6	-0.3	4.6	1.0	1.2
O=C(C[C@H]1C=C[C@@H](NC(=O)CC2CC2)[C@H](CO)O1)NCc1ccc(-c2ccccc2)cc1	19.1	0.2	1.2	-1.8	-24.7	1.4	-1.2	-3.8
COc1cc2c(C(=O)N(C)c3ccc(F)cc3)cn(C)c(=O)c2cc1OC	6.4	0.0	-4.9	3.2	-2.5	2.6	-10.9	-2.1
CN(C(=O)COC(=O)c1ccc[nH]c1=O)C1CCCCC1	10.1	-0.5	x	0.2	15.1	7.6	x	-6.8
COc1cccc(C2CC(c3ccccc3OC)n3ncnc3N2)c1 (configuration not stated)	16.5	0.3	-1.0	2.3	x	x	-0.7	-14.5
O=C(CN1CCN(c2ccc(O)cc2)CC1)N1CCc2ccccc21	-15.5	0.1	-1.7	-1.1	x	3.0	4.6	-10.5
COc1ccc(CNC(=O)CCCn2c(=O)c3cccn3c3cccnc32)cc1	14.5	0.1	-1.4	-1.0	x	-1.8	-0.9	-28.2
Cc1ccc2nc(SCC(=O)Nc3nonc3C)[nH]c2c1	-4.2	0.1	-4.5	-5.7	-3.1	-8.5	6.3	-3.7
COc1ccc(NS(=O)(=O)c2cccc(C(=O)N/N=C/c3ccc4c(c3)OCCO4)c2)cc1	-2.1	0.1	x	x	-7.7	-0.3	x	-9.6
Cc1ccc(C(=O)NC(=S)Nc2cccc(NC(=O)c3ccccc3Cl)c2)cc1[N+](=O)[O-]	2.1	-0.1	x	x	-15.1	x	-5.4	x
C[C@@H]1CN([C@@H](C)CO)C(=O)c2cc(NS(=O)(=O)c3ccc(Cl)cc3)ccc2O[C@@H]1CN(C)C	18.1	0.5	-5.8	0.1	19.7	-7.3	18.0	10.4
CNc1nc(C)c(C(C)(C)C)s1	3.2	0.3	1.0	3.2	-1.4	2.8	-3.8	-5.4
CC(C)(C)c1ccc(C(=O)OCC(=O)Nc2cccc(S(=O)(=O)NC3=NCCC3)c2)cc1	-6.2	-0.1	4.1	-4.4	x	-4.2	-2.3	-110.1
COc1cccc(OCC(O)CNC2CCCC2)c1 (configuration not stated)	-0.6	0.1	0.5	-1.6	24.5	0.9	-7.8	-21.7
C[C@@H]1CN([C@H](C)CO)C(=O)Cc2cc(NC(=O)Cn3cnnn3)ccc2O[C@H]1CN(C)Cc1ccc(C(=O)O)cc1	-2.5	-1.4	-3.0	-1.6	-2.6	0.7	-1.8	10.5
C[C@@H]1CN([C@@H](C)CO)C(=O)c2cccc(NC(=O)c3ccc(-c4nccs4)cc3)c2O[C@H]1CN(C)Cc1ccc(Cl)c(Cl)c1	5.1	-1.1	13.2	-4.9	13.4	-0.7	1.2	0.3
O=C(Nc1nnc(S(=O)(=O)N2CCCCC2)s1)c1ccccc1Br	x	-0.2	-3.0	-0.9	-2.9	1.5	5.3	3.5
COc1ccc(OCCNC(=O)c2ccc3nc(C)c(N(C)Cc4ccc(NC(C)=O)cc4)n3c2)cc1	-10.7	-0.1	2.5	-2.4	x	-2.5	2.8	-20.3
O=C(C[C@@H]1C[C@H]2c3cc(NC(=O)Nc4ccc(C(F)(F)F)cc4)ccc3O[C@H]2[C@@H](CO)O1)NCc1ccc2c(c1)OCO2	0.8	0.6	-0.7	1.6	-0.3	-1.9	-2.3	8.2
O=C(CN1CCCSc2ccccc21)N1CCN(S(=O)(=O)c2ccccc2)CC1	-18.5	0.0	3.1	3.5	2.1	-1.1	-0.4	-26.5
Cc1oc(-c2ccc(Cl)cc2)nc1CS(=O)CC(=O)NCCCN1CCCC(C)C1 (configuration not stated)	-0.5	0.0	-7.7	-0.3	2.3	-3.1	-6.7	-2.7

An unsorted share of the library; about 3.3% have a hit in one of these screens.
